Candida biofilm = kills Candida albicans biofilms | C. albicans biofilm + clotrimazole, Alamar Blue | AID 834 | inhibition, % at 6 µM | 85,000 compounds, 0.14% hits;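 active = inhibition above 20%; inactive = inhibition below 20%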;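 note: preformed 24 hr biofilms exposed to compound for 48 hr; 0% = biofilm without compound and 100% = blank killed by clotrimazole plus chlorhexidine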
DAT uptake mod = human DAT dopamine uptake with cocaine, either direction; Q01959; LLC-PK1 hDAT cells, [14C]-dopamine uptake with cocaine IC80; actives deviate in either direction; B-score at 10 µM; 110,000 compounds, 1.3% hits;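 active = Z score or B-score, a plate-position-corrected score, falls beyond the plate's 99.7% confidence bounds, in either direction; inactive = both scores lie inside the 99.7% bounds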;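 note: scored against the spread of the other compound wells on the same plate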
Target sequence (Q01959 whole entry, looked up): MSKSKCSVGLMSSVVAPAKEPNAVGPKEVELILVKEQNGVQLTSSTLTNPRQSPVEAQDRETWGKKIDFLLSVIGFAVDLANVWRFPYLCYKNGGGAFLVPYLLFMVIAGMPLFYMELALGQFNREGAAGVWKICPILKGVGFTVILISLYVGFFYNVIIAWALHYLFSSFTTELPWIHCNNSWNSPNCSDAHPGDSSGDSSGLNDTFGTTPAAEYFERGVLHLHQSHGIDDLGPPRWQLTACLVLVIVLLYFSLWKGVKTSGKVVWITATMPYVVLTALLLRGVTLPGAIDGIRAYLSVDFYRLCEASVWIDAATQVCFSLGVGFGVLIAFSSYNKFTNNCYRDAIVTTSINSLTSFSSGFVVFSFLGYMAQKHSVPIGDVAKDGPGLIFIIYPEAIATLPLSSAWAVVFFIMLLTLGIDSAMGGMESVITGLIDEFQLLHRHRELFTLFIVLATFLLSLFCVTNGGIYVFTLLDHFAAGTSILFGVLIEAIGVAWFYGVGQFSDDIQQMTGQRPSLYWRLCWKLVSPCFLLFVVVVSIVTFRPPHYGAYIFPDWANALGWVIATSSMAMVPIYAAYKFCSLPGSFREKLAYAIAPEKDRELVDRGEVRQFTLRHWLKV
HUVEC tox IL1B = toxic to HUVEC cells under IL-1B stimulation. AID 845. 94,000 compounds, 0.41% hits. cell count reduction, % at 2 µM. HUVEC cell count loss, Hoechst imaging, IL-1B stimulated;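 active = cell count reduction more than 3 SD above the screen-wide mean, cut at about 70% in these data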;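 note: normalized per plate to untreated control cells as the no-loss baseline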
LYP inh 2 = inhibitors of human LYP (PTPN22) phosphatase | inhibition, % at 2 µM | recombinant LYP catalytic domain, DiFMUP fluorescence | Q9Y2R2 | 96,000 compounds, 0.21% hits;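 active = inhibition at 2 µM at or above a set limit, the screen mean plus 3 SD, cut at about 24% in these data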;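 note: 0% = DMSO with enzyme and 100% = enzyme fully blocked by orthovanadate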
F-actin modifier = cytoskeleton assembly modification; 91,000 compounds, 0.18% hits; inhibition, % at 2 µM; HUVEC TNFa F-actin phalloidin imaging, high content; AID 836;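 active = inhibition above the batch mean plus 3 SD and confirmed as a hit by visual image inspection, cut at about 30% in these data, passing the limit was not always enough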; note: strong numbers were not always called active
HUVEC tox TNFa = toxic to HUVEC cells under TNF alpha stimulation; cell count reduction, % at 2 µM; HUVEC TNFalpha-stimulated, Hoechst cell count, imaging; AID 848; 93,000 compounds, 0.17% hits;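 active = cell count reduction exceeding the screen mean by over 5 SD, scaled to untreated wells per plate, cut at about 78% in these data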;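 note: cells counted after 24 h of TNF alpha exposure following the 1 h pretreatment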
Smad3 FoxH1 inh = blocks human Smad3 binding to FoxH1 peptide; TR-FRET Smad3/Dy647-FoxH1 peptide binding, europium anti-His; 88,000 compounds, 0.29% hits; P84022; inhibition, % at 25 µM;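 active = compounds that reduce the energy-transfer binding signal between the protein and its labelled peptide by more than half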;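 note: 0% = Smad3 plus labelled peptide maximal FRET and 100% = peptide-only background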
Target sequence (P84022 whole entry, looked up): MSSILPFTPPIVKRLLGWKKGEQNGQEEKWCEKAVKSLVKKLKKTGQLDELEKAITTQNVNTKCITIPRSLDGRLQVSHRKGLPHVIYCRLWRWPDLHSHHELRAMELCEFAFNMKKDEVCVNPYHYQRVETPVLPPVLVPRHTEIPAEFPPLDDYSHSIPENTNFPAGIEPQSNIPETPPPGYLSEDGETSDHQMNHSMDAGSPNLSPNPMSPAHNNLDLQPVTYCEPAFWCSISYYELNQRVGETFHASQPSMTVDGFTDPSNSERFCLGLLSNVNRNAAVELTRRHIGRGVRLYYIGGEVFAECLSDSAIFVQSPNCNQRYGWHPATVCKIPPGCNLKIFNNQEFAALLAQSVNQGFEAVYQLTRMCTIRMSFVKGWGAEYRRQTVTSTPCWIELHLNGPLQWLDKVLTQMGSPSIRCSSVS
VCAM1 TNFa inh = reduces TNF alpha induced VCAM1 expression in HUVEC; inhibition, % at 2 µM; HUVEC TNFa-induced VCAM-1 immunofluorescence, high-content imaging; 95,000 compounds, 0.48% hits;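 active = inhibition above the batch mean plus 3 SD, with images confirmed as a hit by eye, cut at about 37% in these data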;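 note: 0% = TNF-stimulated DMSO wells and 100% = unstimulated control wells; not every result past the cut was called active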
MT1-MMP txn act = activates MT1-MMP transcription; HT1080 MT1-MMP promoter luciferase reporter, luminescence, overnight; hits give high values; activation factor at 10 µM; 86,000 compounds, 0.16% hits;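 active = activation factor of at least 2 for MT1-MMP transcription at 10 µM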
Numbers without * were called inactive; x = no result given; & = joins results of further samples; [ ] = remark or other dose.

mol	F-actin modifier	DAT uptake mod	Smad3 FoxH1 inh	HUVEC tox IL1B	HUVEC tox TNFa	VCAM1 TNFa inh	Candida biofilm	MT1-MMP txn act	LYP inh 2
COCCn1nnnc1C(c1ccc(C(F)(F)F)cc1)N1CCOCC1 (stereo unspecified)	-8	x	6	5	0	-11	-2	1.2	10
CN(C)/C=N/c1ncc(C(=O)c2ccc3ccccc3c2)s1	-10	1.7	x	-6	-16	1	x	x	10
Cc1cc(=O)oc2cc(OCC(=O)NCCCN3CCOCC3)ccc12	-8	-0.043	4	-5	-12	3	-4	1.2	2
COCCNC(=O)Nc1ccc2nc(C)sc2c1	13	-1.3	16	44	-6	0	5	1.3	1
CC(C)c1[nH]nc2c1C(c1cccs1)C(C#N)=C(N)O2 (stereo unspecified)	12	0.11	10	-18	3	-15	3	1.3	4
Nc1nnc(CCN2C(=O)CSC2=O)s1	3	-1	16[fluorescence artefact?]	-36	-32	-30	8	1.3	-15
O=C(CN1C(=O)CSC1=O)NC1CCCCC1	5	0.35	-14	-14	-13	-44	-2	1.2	-13
CCC(=O)Nc1ccc(Cl)c(NC(=O)c2ccc(Br)o2)c1	17	1	9	-15	-28	8	7	1.2	0
Cc1cc(OCc2nn[nH]n2)c2c(C)c(CC(=O)O)c(=O)oc2c1	1	-0.32	8	2	14	-10	4	1.2	5
CCc1nnc(SCC(=O)Nc2ccc3c(c2)OCO3)o1	19	0.033	-6	-5	52	15	-4	x	-1
CN1CCN(c2ccc([N+](=O)[O-])cc2NC(=O)c2ccccc2Cl)CC1	-19	0.72	x	-4	-13	-5	x	x	4
CC(=O)/C=C(\C)NCCNc1c(F)c(F)c(CO)c(F)c1F	x	-0.26	3	x	x	x	2	0.9	x
Cc1cc(C(=O)NCCCc2ccccc2)no1	2	0.17	2	-12	-40	5	3	1.3	0
CC(c1ccco1)N(C(=O)COc1ccccc1[N+](=O)[O-])c1ccccn1 (stereo unspecified)	-3	1.3	-2	-56	-16	-1	8	1.2	-6
CCN(CC)C(=O)CN(c1cc(Cl)ccc1OC)S(C)(=O)=O	-5	-0.014	15[fluorescence artefact?]	12	-4	11	4	1.1	3

mol	F-actin modifier	DAT uptake mod	Smad3 FoxH1 inh	HUVEC tox IL1B	HUVEC tox TNFa	VCAM1 TNFa inh	Candida biofilm	MT1-MMP txn act	LYP inh 2
CCCCC(c1nnnn1Cc1ccco1)N1CCN(C(=O)c2ccco2)CC1 (stereo unspecified)	9	-0.0068	-11	17	-9	11	0	1.2	-9
Cc1nc(N2CCN(c3ccccc3)CC2)[nH]c(=O)c1Cc1cccc2ccccc12	0	x	-2	-13	4	10	6	1	5
Clc1ccccc1CSC1=NCCCN1	x	0.37	-3	-5	32	-4	4	1.1	4
O=C(COC(=O)CSc1nnc(-c2ccc(Cl)cc2)o1)NCc1ccc2c(c1)OCO2	-14	-0.033	6[fluorescence artefact?]	-24	-29	4	6	1.1	-9
COc1ccc([C@@H]2[C@H]3C(=O)N(c4cccc(C(F)(F)F)c4)C(=O)[C@H]3ON2C)cc1	6	0.99	x	-11	-7	-7	x	x	-6
COc1cccc(-n2c(SCC(=O)O)nnc2-c2cccnc2)c1	-17	0.079	-8	-4	7	-3	7	1	-3
CCOC(=O)c1nc(C)n(-c2cc(Cl)ccc2Cl)n1	0	0.024	x	-22	-11	-2	x	x	-6
O=C(Nc1nccs1)c1cc(S(=O)(=O)N2CCOCC2)c(Cl)cc1Cl	0	0.074	-17	-13	-3	11	3	1	5
O=C(Nc1cccc2ccccc12)/C(=C/c1ccc([N+](=O)[O-])cc1)NC(=O)c1ccccc1	9	x	x	11	-10	3	x	x	2
COc1ccc(/C(N)=N/OC(=O)CSc2ccc(C)cc2)cc1	8	0.6	9	-3	-6	-14	3	1	-1
Cc1ccc(NC(=S)N2CCN(CCN3C(=O)c4cccc5cccc(c45)C3=O)CC2)cc1	7	1.1	x	-49	-3	26	x	x	0
O=C(NCc1ccc2c(c1)OCO2)C1COc2ccccc2O1 (stereo unspecified)	-7	-0.59	6	-1	-17	0	8	1.3	-13
Cc1cc(C)n(Cc2ccccc2Cl)n1	32	0.87	10	2	1	-5	3	1.2	-1
CCOC(=O)C(=Cc1ccc(-c2ccsc2C(=O)OC)o1)C(=O)OCC	-1	0.019	x	-12	8	29	x	x	-7
O=C(CCN1C(=O)COc2ccccc21)NCc1ccco1	x	0.73	-1	x	x	x	8	1.1	x

mol	F-actin modifier	DAT uptake mod	Smad3 FoxH1 inh	HUVEC tox IL1B	HUVEC tox TNFa	VCAM1 TNFa inh	Candida biofilm	MT1-MMP txn act	LYP inh 2
O=C(O)CCc1ccc(-c2ccc(F)cc2)n1CC1CCCO1 (stereo unspecified)	-5	-0.8	-2	-8	-4	2	2	1.2	-6
Cc1nc2c3c4c(sc3n3c(SCC(=O)NCc5ccco5)nnc3n2n1)COC(C)(C)C4	x	-0.048	-4	x	x	x	1	1.1	x
CCOC(=O)CSc1nc(C)c2ccccc2n1	-1	-0.64	10	8	3	-8	0	x	2
CCOC(=O)Nc1cc(Br)c2c(c1)OCCO2	x	-1.3	-6	x	x	x	1	1.1	x
Cc1cc(C)c2c(=O)[nH]c(=O)n(Cc3ccccc3)c2n1	10	-1.8	5	2	-18	13	6	1.1	-8
Cc1cc(=O)cc(C)[nH]1	3	-0.28	x	-16	-13	1	x	1.1	5
CC1=C(C(=O)Nc2cc(C)ccc2C)C(c2cccs2)NC(=S)N1 (stereo unspecified)	-10	-0.2	x	1	16	-52	x	x	-1
COc1cc(CNCCC2CCOC(C)(C)C2)ccc1O (stereo unspecified)	-9	-0.53	-22	-28	-9	20	3	1	-6
O=C(Nc1ccccn1)C1(c2ccccc2)CCCC1	0	1.1	x	-48	-9	-12	x	1.1	-7
CC(=O)Oc1ccc2cc(-c3nc4ccccc4n3C)c(=O)oc2c1	-31	-1.1	x	-66	6	-48	x	1.5	-5
CCCCn1c(SC(C)C(=O)c2ccc(OC)cc2)nc2cc(S(N)(=O)=O)ccc21 (stereo unspecified)	67	0.65	-19	-28	-30	5	5	1.1	18
Cc1ccc(N(CC(=O)Nc2cc(Cl)ccc2Oc2ccccc2)S(C)(=O)=O)c(C)c1	0	-0.0042	x	-4	-17	-31	x	x	-2
Cc1ccc(-n2ncc3c(=O)[nH]c(SCC(=O)N4CCCCC4)nc32)cc1	-5	0.59	-1	5	-15	7	15	1.1	-2
Cc1noc(C)c1C(=O)Nc1ccc(F)c(F)c1	x	-0.86	14	2	10	1	0	1	5
O=C(c1ccc2c(=O)n(Cc3ccco3)c(=S)[nH]c2c1)N1CCN(Cc2ccccc2)CC1	-26	-0.037	-7	6	-5	18	10	1.1	9

mol	F-actin modifier	DAT uptake mod	Smad3 FoxH1 inh	HUVEC tox IL1B	HUVEC tox TNFa	VCAM1 TNFa inh	Candida biofilm	MT1-MMP txn act	LYP inh 2
COc1cccc(-n2c(SCC(N)=O)nnc2-c2ccncc2)c1	22	-1.1	-2	-76	-43	-10	5	1.2	-6
CN(C)CCCN1C(=O)C(O)=C(C(=O)c2cc3ccccc3o2)C1c1ccccc1 (stereo unspecified)	6	x	8[fluorescence artefact?]	-6	-19	-8	5	1.2	-5
C=C(C)C1Cc2nc(N)nc(C)c2C1 (stereo unspecified)	15	-0.82	4	-24	-19	-19	5	1.1	-4
COc1ccc(-c2noc(CCC(=O)NCCCN3CCC(Cc4ccccc4)CC3)n2)cc1	6	0.25	11	13	9	6	1	1.2	15
CCOC(=O)C1CCN(C(=O)C23CC4CC(CC(C4)C2)C3)CC1	-6	0.11	-10	-17	-4	8	5	1.3	0
Cc1cccc(CC(=O)Nc2c3c(nn2-c2cccc(Cl)c2)CS(=O)C3)c1 (stereo unspecified)	-1	-2.1	9[fluorescence artefact?]	-4	3	-10	2	1.1	0
CC(C)(C)NC(=O)Cn1c(-c2nonc2N)nc2ccccc21	11	-0.06	15	-4	0	12	7	1	1
O=C(O)C1CCCN(S(=O)(=O)c2cccc3cccnc23)C1 (stereo unspecified)	x	-0.0086	0	x	x	x	12	0.9	x
CN(CC(=O)Nc1ccc2c(c1)OCCO2)S(=O)(=O)c1ccc(Br)s1	-6	0.019	6	-3	-13	13	1	1.1	7
Cc1cc(=O)c2ccccc2s1	9	-0.46	2	12	-12	3	-5	x	-2
COc1ccc(N2CCN(C(=O)CSc3nnc(Cn4nnc5ccccc54)n3C)CC2)cc1	2	0.15	12[fluorescence artefact?]	-17	-2	5	-2	1.1	-1
CCCCn1nnnc1SCC(=O)Nc1sc2c(c1C#N)CCCC2	10	1.2	6	-69	-27	10	10	1.2	4
O=C(Nc1cccc(NC(=O)N2CCN(c3ccccc3)CC2)c1)N1CCN(c2ccccc2)CC1	17	0.19&1	x	-21	-18	12	x	1.1	-9
CCc1ccc(/C=N/Nc2nn[nH]n2)cc1	-15	-0.28	0	-26	-10	6	2	1.1	2
O=C(C1CCN(S(=O)(=O)c2cccc3nsnc23)CC1)N1CC=C(c2ccccc2)CC1	13	0.2	-7	-16	-1	1	-5	1.2	4

mol	F-actin modifier	DAT uptake mod	Smad3 FoxH1 inh	HUVEC tox IL1B	HUVEC tox TNFa	VCAM1 TNFa inh	Candida biofilm	MT1-MMP txn act	LYP inh 2
CC(=N\Nc1ccc(Cl)cc1)/C(=N/O)C(=O)Nc1ccccc1	-5	-0.17	x	3	-12	-28	x	x	-6
O=C(N/N=C\c1ccc(CN(Cc2ccc(Cl)cc2)S(=O)(=O)c2ccccc2)o1)C(=O)Nc1ccc(F)cc1	-13	x	x	1	-18	4	x	x	4
C=CCN(CC(=O)NCC1CCCO1)C(=O)CCC(=O)Nc1cc(C)on1 (stereo unspecified)	0	-0.18	6	0	-9	10	2	1.2	-3
Cn1c(=O)oc2cc(S(=O)(=O)N3CCN(Cc4ccc5c(c4)OCO5)CC3)ccc21	12	0.22	1	87*	-20	1	7	1.2	-5
COCn1c(-c2cccc(Br)c2)nc2ccccc21	10	0.22	-7	37	-22	9	10	1.4	4
O/N=C1/C2C3CC4C5C3C1C5C1(OCCO1)C42 (stereo unspecified)	x	-0.2	4	x	x	x	2	1.1	x
CN(C)c1ccc(CNc2ccc3c(c2)ncn3C)cc1	-1	-0.63	1	-13	14	20	5	1.1	2
Cc1nn(-c2cc(N3CCNCC3)ccc2[N+](=O)[O-])c(=O)c2ccccc12	-15	-0.2	-5	-28	3	5	4	1.1	6
O=S(=O)(CCCc1ccccc1)c1ncn[nH]1	-11	-0.026	12	-36	-31	10	3	1.2	9
COc1ccc(C(=O)NCCNC(=O)c2cc(OCC(F)(F)F)ccc2OCC(F)(F)F)cc1	3	-0.63	-66	30	36	4	5	x	4
CCCC(=O)Nc1ccc(N2CCN(C(=O)c3ccccc3C)CC2)cc1	8	-0.71	-4	10	-7	9	3	0.9	-3
CCc1noc(C)c1C(=O)Nc1nc(-c2cc(C)ccc2C)c(C)s1	4	-0.098	x	-39	-7	10	x	x	11
CSc1cccc(-n2c(C)cc(C(N)=O)c2C)c1	-1	0.013	-1	8	-2	-10	5	1	-6
CC1CCCCC1NC(=O)C(=O)NCC1CCCO1 (stereo unspecified)	-34	-0.41	6	-32	6	2	10	1.3	-1
CC1(C)CC(=O)C(C=NCCN2CCN(CCCCS(=O)(=O)O)CC2)=C(O)C1	31	-1.7	10	29	-31	17	8	1.1	5
O=C(/C=C/c1ccco1)NC(=S)Nc1cccc(-c2nc3ccccc3s2)c1	-36	0.55	x	16	0	12	x	x	4
Cc1ccc(OCC(=O)Nc2ccc(S(=O)(=O)Nc3onc(C)c3C)cc2)cc1	8	0.39	8	-49	-32	-30	4	1.1	6

Screens: PubChem BioAssay, several laboratories

An excerpt; count on the stated rates, not on these rows.
